# a7 integrin act: qHTS for Activators of Integrin-Mediated Alleviation for Muscular Dystrophy. Potency, µM (series often up to 38.3 µM), inactives show at the top dose activation, actives largely listed as activators. alpha7betagal myoblasts, beta-gal FDG fluorescence, 48 h. hit rate 0.064% among 350,000;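 note: potency is the fitted concentration of half-maximal effect; 100% = response of the positive control SU9516; nearly all actives have a fitted effect of over 60% in size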
#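 Alpha7betagal+/- myoblasts (passage 13) were plated 16-24 hr, then exposed to compounds (1:260 dilution of DMSO stock) for 48 hours at 37C. After MPER lysis, β-galactosidase reporter activity was read as FDG fluorescence (ex 480/em 540) after 30 minutes.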
# S-ASM inh: Inhibitors of Secretory Acid Sphingomyelinase (S-ASM): qHTS; Potency, µM (titrated, usually from 57.5 µM), for inactives: at the highest dose activity change, negative = inhibition, most hits filed as inhibitors; Sphingomyelin phosphodiesterase (Homo sapiens), P17405; hit rate 0.006% among 340,000; AID 504937, 2011; placental ASM, HMU-PC fluorogenic substrate, 60 min; note: potency is the fitted concentration of half-maximal effect
#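 Fluorogenic HMU-PC substrate (9 uM final) is turned over by placental ASM in 60 min at 37 C after a 10 min compound preincubation. Reaction ended by alkaline stop (pH 10), with fluorescence read at 386/447 nm.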
# Mito fusion act: qHTS Assay for Small Molecule Inhibitors of Mitochondrial Division or Activators of Mitochondrial Fusion; hit rate 0.23% among 320,000; S. cerevisiae fusion-defective mutant growth rescue, CellTiterGlo 48 h; Potency, µM (titrated, usually from 46.1 µM), for the others: at the top dose growth rescue (activation), most hits filed as activators; AID 485298, 2010;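 note: potency is the fitted concentration of half-maximal effect; % of control where 0% means no effect; nearly all actives have a fitted effect of over 45% in size; temperature-sensitive fusion mutants such as fzo1-1 at 37 °C on non-fermentable ethanol glycerol medium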
#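 Read-out: ATP-based luminescence (CellTiterGlo, 10 min ambient) reporting growth of fusion-defective ts yeast after 48 hours at 37C on glycerol/ethanol YPEG medium in the presence of compound.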
# AT treatment: qHTS Assay for Identifying a Potential Treatment of Ataxia-Telangiectasia | hit rate 0.19% among 320,000 | […] A-T fibroblasts, KAP-1 phosphorylation AlphaLISA; neocarzinostatin DNA damage 30 min before lysis | Potency, µM (top dose mostly 57.5 µM), for the others: at the highest dose activation, actives largely listed as activators; note: potency is the fitted concentration of half-maximal effect; % of control where 0% means no effect; nearly all actives have a fitted effect of over 45% in size
#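 hTERT-immortalized A-T patient fibroblasts ([…]), 500 cells/well in OPTI-MEM, 1% FBS, got compounds for 60 min, then NCS for 30 min at 37C. Lysates were then assayed for phospho-KAP-1 by AlphaLISA (anti-pKAP1 donor, anti-KAP1 acceptor beads), 6 hr at 25C.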
# TCR act: Activators of T cell receptors: qHTS campaign; primary human leukocytes, anti-CD3, IL-2 HTRF, 48 h; Potency, µM (highest dose often 9.22 µM), for the others: at the highest dose activation of IL-2 secretion, hits mostly activators; 330,000 tested, under 10 active; AID 504894, 2011; note: % of control where 0% means no effect
#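 1) Mix primary human leukocytes, a-CD3 beads and compound. 2) Incubate 48 hr. 3) Add HTRF IL-2 reagents (a-IL-2-K, a-IL-2-d2).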
# TSHR antag: Antagonists of the Thyroid Stimulating Hormone Receptor: HTS campaign; Thyrotropin receptor (Homo sapiens), P16473; TSHR-expressing cells, TSH-stimulated cAMP HTRF, 2 h; hits give low values; activity change, negative = inhibition, % at 11.5 µM; hit rate 0.2% among 330,000;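 active = activity change below a set negative limit, meaning inhibition stronger than a set level, cut at about -70% in these data; inconclusive = activity change between two set negative limits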; note: % is set by controls: 0 for no effect and ±100 for the full control effect
#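 Antagonism was scored as loss of TSH-driven cAMP in TSHR cells, stimulated with 4nM TSH (EC80) for 2 hours at 37 deg C and detected by homogeneous HTRF competition immunoassay.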
# CXXC DNA block: qHTS Fluorescence Polarization Assay for Inhibitors of MLL CXXC domain - DNA interaction. MLL-CXXC / FITC-HOXA9 DNA fluorescence polarization. Potency, µM (highest dose often 115 µM), without a hit: at the highest dose activity change, negative = inhibition, hits mostly inhibitors. hit rate 0.037% among 290,000. AID 2662, 2010; active = well fitted inhibition curve with a large enough effect in the polarisation, with a control signal flat, not every such curve was filed as active; inconclusive = small, poorly fitted or top-dose-only effect, or effect the other way, or a change in a side signal; inactive = no such curve, though single readings can be large or run the other way; the % refers to the polarisation; note: potency is the fitted concentration of half-maximal effect
#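 Purified MLL-CXXC (added from a 7 uM solution) was preincubated 5 min at ambient with pinned compounds in 50 mM Tris-HCl pH 7.5, 50 mM NaCl, 1 mM DTT, 0.05% BSA. Fluorescein-labeled HOX-A9 DNA (50 nM solution) followed, 30 min, then polarization read.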
# MBNL1 CUG block: qHTS Assay for Inhibitors of MBNL1-poly(CUG) RNA binding | Potency, µM (titrated, usually from 57.5 µM), for the others: top-dose activity change, negative = inhibition, hits mostly inhibitors | TR-FRET MBNL1-His/biotin-(CUG)12 binding, 665/545 ratio | AID 2675, 2010 | hit rate 0.036% among 280,000 | Muscleblind-like protein 1 (Homo sapiens), Q9NR56; active = well fitted inhibition curve with a large enough effect in the signal ratio, with a control signal flat, not every such curve was filed as active; inconclusive = small, poorly fitted or top-dose-only effect, or effect the other way, or a change in a side signal; inactive = no such curve, though single readings can be large or run the other way; the % refers to the signal ratio; note: potency is the fitted concentration of half-maximal effect; % is set by controls: 0 for no effect and ±100 for the full control effect
#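 His-tagged MBNL1 binding to biotinylated (CUG)12 RNA was measured by TR-FRET using terbium anti-His antibody (0.055 ng/ul final) and streptavidin-XL665 (5 nM final). Compounds were titrated 92 nM to 58 uM; 60 min at room temperature.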
# Menin MLL FP TR: qHTS Assay for Inhibitors Targeting the Menin-MLL Interaction in MLL Related Leukemias: Competition With Texas Red Labeled MLL-derived Mutant Peptide; Menin + Texas Red MLL mutant peptide, fluorescence polarization; Potency, µM (titrated, usually from 61.6 µM), without a hit: at the highest dose FP activity change, negative = inhibition, hits mostly inhibitors; hit rate 0.23% among 270,000; active = well fitted inhibition curve with a large enough effect in the polarisation, with a control signal flat, not every such curve was filed as active; inconclusive = small, poorly fitted or top-dose-only effect, or effect the other way, or a change in a side signal; inactive = no such curve, though single readings can be large or run the other way; the % refers to the polarisation; note: potency is the fitted concentration of half-maximal effect; % of control where 0% means no effect; many of its hits are not listed in these tables
# Target sequence (O00255 whole entry, looked up): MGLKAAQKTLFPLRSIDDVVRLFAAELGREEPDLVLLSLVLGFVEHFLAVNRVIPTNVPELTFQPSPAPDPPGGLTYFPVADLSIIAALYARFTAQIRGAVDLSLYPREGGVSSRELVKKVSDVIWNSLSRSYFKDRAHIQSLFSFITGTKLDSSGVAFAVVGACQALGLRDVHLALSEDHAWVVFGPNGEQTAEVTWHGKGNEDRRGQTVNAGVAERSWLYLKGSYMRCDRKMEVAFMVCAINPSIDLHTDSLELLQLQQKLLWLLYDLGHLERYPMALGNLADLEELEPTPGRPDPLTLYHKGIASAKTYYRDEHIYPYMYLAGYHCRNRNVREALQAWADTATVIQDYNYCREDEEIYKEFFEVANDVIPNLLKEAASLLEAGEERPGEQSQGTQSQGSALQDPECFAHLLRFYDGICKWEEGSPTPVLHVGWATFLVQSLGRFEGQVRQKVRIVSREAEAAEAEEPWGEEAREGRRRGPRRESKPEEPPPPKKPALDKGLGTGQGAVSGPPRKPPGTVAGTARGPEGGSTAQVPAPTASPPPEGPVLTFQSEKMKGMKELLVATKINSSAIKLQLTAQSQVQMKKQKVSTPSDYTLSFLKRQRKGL
# PTAP TSG101 blk: qHTS Assay for Iinhibitors of HIV-1 Budding by Blocking the Interaction of PTAP/TSG101; Potency, µM (titrated, usually from 115 µM), for inactives: at the top dose activity change, negative = inhibition, usual class: inhibitors; Fluorescence polarization, FITC-PTAP peptide / Tsg101 binding; 340,000 tested, under 10 active; Tumor susceptibility gene 101 protein (Homo sapiens), Q99816; AID 493005, 2010; active = well fitted inhibition curve with a large enough effect in the main read-out, with a control signal flat, not every such curve was filed as active; inconclusive = small, poorly fitted or top-dose-only effect, or effect the other way, or a change in a side signal; inactive = no such curve, though single readings can be large or run the other way; note: potency is the fitted concentration of half-maximal effect; % of control where 0% means no effect
# Target sequence (Q99816 whole entry, looked up): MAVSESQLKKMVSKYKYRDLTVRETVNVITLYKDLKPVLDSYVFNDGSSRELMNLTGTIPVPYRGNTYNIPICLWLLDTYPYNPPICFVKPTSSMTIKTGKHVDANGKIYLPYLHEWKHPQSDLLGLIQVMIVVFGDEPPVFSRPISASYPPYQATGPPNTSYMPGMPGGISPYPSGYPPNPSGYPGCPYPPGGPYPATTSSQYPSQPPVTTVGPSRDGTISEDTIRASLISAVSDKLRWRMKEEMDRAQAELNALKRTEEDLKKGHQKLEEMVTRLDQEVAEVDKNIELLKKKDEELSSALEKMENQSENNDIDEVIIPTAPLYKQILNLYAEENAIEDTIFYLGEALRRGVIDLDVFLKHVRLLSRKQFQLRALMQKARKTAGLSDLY
#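 Compounds were pin-transferred onto Tsg101 binding domain (10 uM final) in HEPES pH 7.5 buffer, then FITC-PTAP peptide was added at 50 nM final. After 20 min at RT, polarization reported peptide displacement across a qHTS concentration series.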
# * hit, by the source's call; ? = inconclusive; . = no result given; [ ] = dose if it differs, or a comment. Unless noted, calls come from the whole dose curve; as a rule, active = well fitted curve in the direction sought with a large enough effect; inconclusive = small, poorly fitted or top-dose-only effect, or another doubt; inactive = no such curve, though single readings can be large; an effect the other way counts as inactive or inconclusive. The list is partial; the hit share may differ from the screen's.
SMILES,a7 integrin act,S-ASM inh,Mito fusion act,AT treatment,TCR act,TSHR antag,CXXC DNA block,MBNL1 CUG block,Menin MLL FP TR,PTAP TSG101 blk
O=C(c1ccc(Cl)c(S(=O)(=O)N2CCCCCC2)c1)N1CCN(c2ccc(O)cc2)CC1,-29%,-6%,?,-1%,6%,-22,.,.,.,1%
Cc1nn2c(=S)[nH]nc2[nH]c1=O,-15%,2%,1%,-13%,13%,2,1%,-2%,-10%,1%
N#CCn1cc(/C=N/NC(=O)c2cc3c(ccc4ccccc43)o2)c2ccccc21,-14%,14%,4%,0%,-2%,6,15%,-7%,.,2%
C[C@H](O)[C@@H]1C(=O)N2CCc3ccc(N4CCOCC4)cc3[C@@H]2C[C@@H]1N(C)S(=O)(=O)c1ccccc1,3%,2%,.,.,-4%,.,.,.,.,-1%
CCN(CC)S(=O)(=O)c1ccc(Cl)c(NC2=NCCCCC2)c1,12%,-6%,0%,16%,0%,8,-6%,-6%,3%,-2%
Cc1cc2nnc(SCC(=O)Nc3cccc(S(=O)(=O)N4CCOCC4)c3)n2c2ccccc12,8%,-5%,-2%,-4%,2%[46.1 µM],5,-4%,30%,-1%,-1%
CCCCCCNC(=O)Cc1c(O)c2ccccc2[nH]c1=O,6%,-3%,2%,-3%,-3%,11,4%,-2%,-5%,-9%
O=C(COc1cccnc1[N+](=O)[O-])NCc1cccs1,-12%,7%,-2%,4%,3%,1,9%,?,17%,-1%
COc1ccc(N2CCN(Cc3nc4scc(-c5cccs5)c4c(=O)[nH]3)CC2)cc1,-8%,-5%,-4%,0%,11%,-12,9%,23%,4%,2%
CCCn1nnnc1NCc1ccc(Cl)cc1Cl,22%,5%,9%,3%,7%,-1,2%,-14%,8%,-3%
CCc1cc2ccc(OC)cc2nc1SCC(=O)NNC(=O)c1ccco1,7%,6%,-4%,-6%,1%,-7,-7%,26%,-8%,-3%
Cn1c(=O)c2c(SCC(=O)NCCc3ccccc3)nc(C3CC3)nc2n(C)c1=O,4%,4%,-4%,2%,-1%,5,-4%,-15%,.,-2%
CCn1c(SCC(=O)NCc2ccccc2)nnc1C(CO)NC(=O)c1ccccc1 (centres undefined),21%,1%,0%,4%,-2%,1,0%,-3%,.,-4%
C=CCN(C(=O)CCC(=O)Nc1cc(C)on1)C(C(=O)NC(C)(C)C)c1cccc(OC)c1OC (centres undefined),-16%,3%,2%,1%,-3%,-3,-9%,-1%,-9%,-9%
N/C(=N\OC(=O)c1ccccc1)c1ccccn1,12%,1%,20%,2%,-8%,9,-4%,6%,-1%,3%
CCOC(=O)C1CCN(c2c(N3CCCCCC3)c(=O)c2=O)CC1,-45%,2%,6%,-1%,1%[46.1 µM],10,26%,?,-6%,2%
CC(=O)CC1(O)C(=O)N(Cc2ccccc2)c2ccccc21 (centres undefined),-2%,-2%,5%,1%,-2%,3,1%,-13%,-5%,-11%
Cc1ccc(C)c(NC(=O)c2ccc[n+](Cc3ccc([N+](=O)[O-])cc3)c2)c1,-24%,-2%,-5%,-1%,1%,4,7%,?,-8%,-8%
Cc1ccc(C2(c3ccccc3)NC(=O)N(CC(=O)NC3CCS(=O)(=O)C3)C2=O)cc1C (centres undefined),-13%,1%,-7%,1%,-2%,9,.,.,.,-1%
C=CCN1C=C/C(=C\C=C(C#N)C#N)c2ccccc21,-12%,-12%,3%,-17%,-3%[46.1 µM],-7,40%[activator],.,?,12%
CC(C)NC(=O)c1sc(=S)n2c1[nH]c(=O)c1ccc(C(=O)NCCc3ccc(Cl)cc3)cc12,-14%,-11%,4%,2%,-2%,?,11%,10%,.,0%
O=C(Nc1cccc(Cl)c1N1CCCCC1)c1ccc(N2CCOCC2)c([N+](=O)[O-])c1,0%,1%,-2%,0%,-3%[46.1 µM],-4,?,-11%,-2%,0%
O=S(=O)(NCCc1ccccn1)c1ccc(F)c(F)c1,-15%,4%,-1%,10%,2%,-4,2%,-7%,11%,-8%
O=c1c2ccccc2c(C=Nc2ccc(Cl)cn2)c(O)n1-c1cc(Cl)ccc1N1CCOCC1,-25%,17%,1%,1%,2%,-10,-2%,-6%,-1%,-1%
Cc1c(Cl)cccc1NC(=O)C1CCN(c2cnccn2)CC1,13%,12%,-5%,1%,4%,.,13%,-5%,.,0%
CCc1ccc(OCC(=O)Nc2ccc(-c3nc4ccccc4o3)c(O)c2)cc1,0%,16%,5%,22%,2%,19,19%,45%[activator],?,-5%
Cc1nc(SCC(=O)NC2CCS(=O)(=O)C2)c2c3c(sc2n1)CCC3 (centres undefined),-6%,6%,.,13%,2%,-3,.,.,.,-2%
COc1cccc(CN2CCCC(CNC(=O)c3ccc(F)cc3)C2)c1OC (centres undefined),-29%,-4%,-2%,-1%,-7%,2,6%,6%,-4%,-4%
COc1ccc(C(C(=O)NCC2CCCO2)N(C(=O)CNC(=O)c2cccs2)c2ccc(NC(C)=O)cc2)cc1OC (centres undefined),10%,-6%,12%,-3%,5%,0,-1%,-4%,-3%,2%
CC1CN(C(=O)C(C)Sc2nnnn2C)CC(C)O1 (centres undefined),-17%,-3%,4%,3%,3%,-2,4%,-1%,24%,0%
CSc1nc2sc3c(c2c(=O)n1C)CCC(C)C3 (centres undefined),-46%[inhibitor],-7%,-4%,3%,-5%,-26,-9%,-3%,-23%,-5%
N/C(=N\c1nc2ccccc2o1)NC(=O)c1cccc(Br)c1,0%,3%,5%,1%,8%,6,-7%,-9%,.,1%
CCC(C)N=C1SCC(C)(/C=N/O)S1 (centres undefined),8%,2%,-1%,0%,-5%,0,-5%,7%,-8%,-7%
CC(C)C(=O)Nc1ccc(NC(=O)c2ccc3c(c2)OCO3)cc1,3%,1%,4%,1%,.,-5,2%,6%,?,-7%
O=C(c1ccc(F)cc1)N1CCN(Cc2ccccc2)CC1,16%,12%,-1%,4%,.,6,6%,-12%,-9%,0%
COc1cccc(NC(=O)C(=O)N/N=C/c2ccc3c(c2)OCO3)c1,16%,2%,-2%,19%,-1%,4,0%,7%,3%,1%
CCCCn1c(N)c(N(CCOC)C(=O)C(C)N2C(=O)c3ccccc3C2=O)c(=O)[nH]c1=O (centres undefined),-3%,9%,-2%,-1%,3%,10,.,.,.,0%
CCCCn1cnc(C(=O)OCC)c1N,1%,2%,-3%,-1%,9%[46.1 µM],1,-5%,5%,4%,-5%
CCN(CC(=O)Nc1ccc(NC(C)=O)cc1)C(=O)C1CCCC1,0%,-3%,0%,2%,1%,-8,.,.,.,0%
Cc1[nH]c(=S)[nH]c(=O)c1CCOc1ccccc1,-9%,1%,-2%,3%,7%,10,-3%,-10%,1%,0%
O=[N+]([O-])c1ccc(N(CC2CO2)S(=O)(=O)c2ccccc2)cc1 (centres undefined),-19%,-16%,0%,1%,2%,-6,2%,?,6%,-4%
O=C(NCCc1ccccc1)[C@@H]1CC=C[C@@H]2CCN(C3CCCCC3)C(=O)[C@@H]21,7%,0%,.,.,4%,.,.,.,.,-3%
CCOC(=O)c1c(NC(=O)CSc2nnc(-c3cccnc3)o2)sc(C)c1C,5%,-2%,-1%,1%,0%,0,-2%,-8%,8%,-1%
CCn1ncc(S(=O)(=O)N2CCN(c3cccc(OC)c3)CC2)c1C,-7%,5%,1%,-3%,0%,12,3%,0%,5%,-1%
COc1ccc(CNC(=O)COC(=O)[C@H](Cc2c[nH]c3ccccc23)NC(=O)c2cccs2)cc1,8%,-11%,-24%,1%,-6%[46.1 µM],6,12%,-3%,16%,2%

# From PubChem BioAssay
